Phagocyt inh: blocks phagocytosis by macrophages; J774A.1 macrophage IgG-bead phagocytosis, imaging; inhibition, % at 5 µM; AID 1029; 110,000 tested, 0.07% active;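 active = inhibition above the mean of the plate negative controls plus 5 SD, cut at about 13% in these data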;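 also: phagocytic index as fraction of beads internalized from green versus red external bead signal; plate controls were DMSO negative control for no effect and cytochalasin-D positive control for full effect; some results beyond the cut were filed as inactive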
E-sel TNF inh: TNF alpha driven E-selectin expression inhibition | HUVEC TNFa-induced E-selectin immunofluorescence, high content | inhibition, % at 2 µM | 120,000 tested, 0.71% active | AID 1246;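 active = inhibition above the batch mean plus 3 SD, and confirmed as a hit on visual image review, cut at about 43% in these data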;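 also: 0% = TNF-stimulated DMSO wells and 100% = unstimulated control wells; not every result past the cut was called active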
MRP-1 activ: activates MRP-1 | viability increase, % at 10 µM | 140,000 tested, 0.61% active | H69AR cells + doxorubicin, viability rescue, CellTiter-Glo;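 active = viability gain under doxorubicin at or above a set limit, the compound median plus 3 SD, cut at about 4.7% in these data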;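 also: MRP-1 overexpressing cells given doxorubicin 25 µM after compound pretreatment; 18-22 h compound pretreatment then 72 h with doxorubicin before readout; 0% = doxorubicin-only wells and 100% = vehicle-treated cells without doxorubicin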
NPY Y2 blocker: antagonists of human neuropeptide Y receptor Y2; 140,000 tested, 0.99% active; inhibition, % at 2.7 µM; NPY-Y2 expressing cells, antagonist mode; in the data active = inhibition above about 17%;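 also: 0% = vehicle with agonist challenge and 100% = reference antagonist with challenge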
Target sequence (P49146 whole entry, looked up): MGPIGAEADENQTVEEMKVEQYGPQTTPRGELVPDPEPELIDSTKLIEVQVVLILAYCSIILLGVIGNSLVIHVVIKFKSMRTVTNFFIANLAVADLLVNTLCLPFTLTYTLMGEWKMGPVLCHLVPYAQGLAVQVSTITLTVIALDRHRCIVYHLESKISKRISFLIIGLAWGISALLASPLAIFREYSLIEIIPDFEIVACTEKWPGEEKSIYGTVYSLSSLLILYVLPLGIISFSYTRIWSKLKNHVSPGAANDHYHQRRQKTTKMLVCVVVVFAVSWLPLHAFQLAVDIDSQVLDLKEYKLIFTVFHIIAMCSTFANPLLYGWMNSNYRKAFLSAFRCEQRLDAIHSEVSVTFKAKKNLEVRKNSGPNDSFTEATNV
GALR2 antag: antagonists of human galanin receptor 2 (GALR2); O43603; GALR2-expressing cells, antagonist mode; inhibition, % at 4 µM; 140,000 tested, 0.39% active; in the data active = inhibition above about 27%;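 also: cells stimulated with galanin 1-16 at roughly its EC80; 0% = agonist challenge control and 100% = basal control without agonist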
Target sequence (O43603 whole entry, looked up): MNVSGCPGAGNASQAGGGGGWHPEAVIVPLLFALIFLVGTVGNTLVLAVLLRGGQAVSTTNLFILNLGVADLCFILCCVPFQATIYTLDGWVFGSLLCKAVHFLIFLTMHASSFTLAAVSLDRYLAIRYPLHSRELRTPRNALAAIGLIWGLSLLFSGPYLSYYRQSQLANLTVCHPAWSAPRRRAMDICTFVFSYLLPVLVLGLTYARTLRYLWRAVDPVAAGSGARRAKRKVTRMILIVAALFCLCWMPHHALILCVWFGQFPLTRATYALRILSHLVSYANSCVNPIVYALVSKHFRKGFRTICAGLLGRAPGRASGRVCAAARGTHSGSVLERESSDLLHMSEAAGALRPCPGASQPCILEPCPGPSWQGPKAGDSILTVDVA
PTEN del growth: suppresses growth of cells with PTEN deletion | HCT116 PTEN-null viability, CellTiter-Glo, 60 h; stronger effect = lower value | viability, % at 10 µM | 140,000 tested, 1.2% active;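 active = viability at or below a set limit, 4 SD under the median of all tested compounds, cut at about 3.7% in these data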;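 also: PTEN knockout HCT116 line with beta catenin targeted HCT116 as companion control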
Yeast life ext: extends the lifespan of yeast. 130,000 tested, 0.68% active. inhibition of the nicotinamide effect, % at 10 µM. AID 775. S. cerevisiae growth with nicotinamide, OD615; deaD strain in restrictive glucose medium;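 active = inhibition above a set limit, placed 3 SD over the median of all compounds, cut at about 26% in these data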;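 also: 0% = nicotinamide-treated wells and 100% = cells grown without nicotinamide; some compounds called inactive have numbers as strong as hits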
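System: DeaD-strain S. cerevisiae / Buffer or medium: CSMM-D, restrictive glucose (dextrose) synthetic minimal medium / Probe or stimulus: nicotinamide, 1.5 mM, co-present with compound / Compound: one concentration, 10 µM, DMSO 0.25% / Incubation: 48 h compound exposure at 30 °C, humidified / Technique: optical density (absorbance) at 615 nm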
bCat KO growth: beta-catenin-lacking colon tumor cell growth suppression. HCT116 beta-catenin knockout viability, CellTiter-Glo, 60 h; stronger effect = lower value. viability, % at 10 µM. 140,000 tested, 1.5% active. AID 818;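 active = viability at or under a set limit, the compound median less 4 SD, cut at about 6% in these data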;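 also: 0% = Hyamine 1622 control at 20 µM and 100% = untreated cell control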
Yeast growth inh: yeast BB579 growth reduction in restrictive medium; S. cerevisiae BB579 growth, OD615, 48 h; inhibition, % at 10 µM; 140,000 tested, 0.51% active; AID 804;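 active = inhibition above a set limit, 3 SD over the mean compound inhibition, cut at about 44% in these data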; also: inactives centre near -24
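System: Saccharomyces cerevisiae DeaD strain BB579, replicative lifespan model yeast | Buffer or medium: Restrictive glucose-based CSMM-D medium | Times: 4 h preincubation and 48 h exposure at 30 °C | Detection: OD615 turbidity measurement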
Measles CPE: protection of cells from measles virus | Measles virus-infected cells, CPE protection, absorbance | protection (pct of control), % at 4 µM | 140,000 tested, 1.5% active | AID 841; in the data active = protection mostly above about 24%, no sharp cut-off; inactive = mostly below about 26%; also: some compounds called inactive have numbers as strong as hits
Starred values were filed as active, the others as inactive; · = no result given.

SMILES	Phagocyt inh	E-sel TNF inh	MRP-1 activ	NPY Y2 blocker	GALR2 antag	PTEN del growth	Yeast life ext	bCat KO growth	Yeast growth inh	Measles CPE
CCOCCCNC(=O)CN1C(=O)/C(=C\c2ccc(C)cc2)Sc2ccccc21	-2	·	-0.2	3	-2	81	3	82	-38	4
O=[N+]([O-])c1ccc(N2CCN(S(=O)(=O)Cc3ccccc3)CC2)cc1N1CCOCC1	2	19	0.3	1	-6	87	-5	80	-37	16
Cc1nn2c(N)c(C#N)cnc2c1-c1ccccc1	·	5	-2.6	3	3	93	·	86	15	6
Cc1ccc(S(=O)(=O)N(C)CC(=O)Nc2nc3ccccc3s2)cc1	-4	-5	-3.6	3	-4	88	-5	86	-16	7
NC(=O)c1sc2nc3c(c(-c4cccnc4)c2c1N)CCC3	·	-1	-2.5	2	-1	94	·	104	-27	-2
COc1ccc(-n2nnnc2SCC(=O)NCCc2ccc(OC)c(OC)c2)cc1	-1	·	-1.1	3	9	92	-9	102	-36	10
COC(=O)c1cccc(NC(=O)CN(c2ccc3c(c2)OCO3)S(C)(=O)=O)c1C	1	29	-2.5	5	4	99	-2	91	-8	15
Cc1[nH]c2ccccc2c1C(c1ccccn1)N1CCC(C)CC1 (stereo unspecified)	·	·	-4.6	1	4	68	8	52	-35	1
CN(c1ccc(OCC(=O)Nc2ccc3[nH]c(=O)[nH]c3c2)cc1)S(=O)(=O)c1ccc(Cl)cc1	3	12	0.3	-2	-16	111	-6	96	-38	26
Cc1cc(C)cc(NC(=O)c2ccc(Cn3nc(C)c(Cl)c3C)o2)c1	·	-6	-2.7	2	-1	56	·	48	-11	12
Cc1cc(C)c(NC(=S)NC(=O)c2c(Cl)c(C)nn2C)c([N+](=O)[O-])c1	-5	·	-3.1	3	-3	83	1	56	-18	5
CCCCn1c(CCCNC(=O)CC)nc2ccccc21	2	-26	-2.8	0	9	106	-4	95	-16	10
COc1ccc(C2CC(C(F)(F)F)n3ncc(C(=O)NCC4CCCO4)c3N2)cc1OC (stereo unspecified)	0	·	-2.7	3	-6	85	-6	85	-13	32*
CCOC(=O)C1CCCN(CC(=O)Nc2c(F)c(F)c(F)c(F)c2F)C1 (stereo unspecified)	0	-3	2.6	2	-5	101	-8	95	40	16
Cn1c(=O)c2c(nc(NCc3ccc4c(c3)OCO4)n2Cc2ccccc2)n(C)c1=O	-1	-10	-0.8	11	-10	62	-9	65	-64	11
N#C/C(=C\c1ccc(Oc2ccc(C(F)(F)F)cc2[N+](=O)[O-])cc1)c1nc2ccccc2[nH]1	2	36	-5.7	0	3	42	-15	61	-36	8
CCOC(=O)N1CCN(C(=O)/C(=C/c2ccc(OC)cc2)NC(=O)c2ccccc2)CC1	1	-66	-0.8	2	1	92	-4	93	-14	11
C/C=C(\C)CN1CCN(c2cc(C)ccc2C)CC1	0	·	-2.8	6	3	89	-5	80	-12	5
Nn1c(SC/C=C/c2ccccc2)nnc1-c1ccccn1	0	·	-1.0	3	3	99	-1	97	-11	7
O=C1OC(Nc2ccc(Br)cc2F)c2ccccc21 (stereo unspecified)	0	-12	0.7	4	0	109	·	95	-26	8
CCOC(=O)CNC(=O)c1sc(NC(=O)c2cccc(F)c2)nc1C	0	17	-2.5	1	4	90	-16	88	-45	44
CCCn1c(/N=C/c2ccc3c(c2)OCO3)nc2ccccc21	1	7	-1.0	4	-10	88	-3	87	-21	32*
O=c1c2ccccc2nc(CSc2nnnn2-c2ccccc2)n1-c1ccccc1	-3	-28	-4.9	5	9	7	-6	17	-29	20
COc1ccc(Cn2c(=O)c3c(nc(NCCO)n3C)n(C)c2=O)cc1	-1	-50	-1.5	4	4	86	1	101	-18	6
S=c1[nH]nc(COc2ccc3ccccc3c2)o1	·	-15	-2.0	5	-5	91	·	90	18	5
Cc1cc(C(=O)N/N=C/c2c[nH]c3ccccc23)c(C)o1	-6	·	0.1	1	14	75	0	81	-29	9
CCSc1nnc(-c2ccncc2)n1Cc1ccccc1	-1	59	-2.2	1	-10	82	-5	88	-23	6
Cc1ccc(CNC(=O)c2sc3nc4c(c(C(F)(F)F)c3c2N)CCC4)cc1	-1	24	4.8*	0	-5	103	-2	93	-15	16
Cc1cc(C)n(-c2ccc(C(=O)Nc3ccccc3N3CCOCC3)cc2)n1	2	-28	-1.8	2	-3	93	-7	97	-32	18
CC1CCN(CC(=O)Nc2sc3c(c2C#N)CCC3)CC1	0	·	0.6	2	-11	108	-12	97	-19	6
CN1C2CCC1/C(=C\c1ccccc1)C(=O)/C2=C\c1ccccc1	·	15	-6.2	4	6	8	-16	8	-19	17
CC(O)c1nc2ccccc2n1CCOc1ccccc1 (stereo unspecified)	·	-15	0.8	0	1	95	·	93	-19	38*
N#C/C(=C\c1cn[nH]c1-c1ccc(Cl)cc1)C(=O)NCc1ccccc1	1	-80	-0.3	-5	-2	75	-16	72	9	8
Cc1ccc(-c2cc3nc(C)cc(NCc4ccco4)n3n2)cc1	-1	·	-0.2	-1	-4	56	-26	64	-69	5
CC1=C(C(=O)OCc2ccccc2)C(c2cccnc2)c2c(n(C)c(=O)n(C)c2=O)N1 (stereo unspecified)	·	5	-3.7	0	3	106	-4	94	0	3
CCOC(=O)c1cnc(SC)nc1Oc1cccc(NC(=O)c2ccc(Cl)cc2)c1	-2	·	2.5	-1	-10	88	8	94	-35	1
Cc1cc(C)c(S(=O)(=O)Nc2cccc3nsnc23)c(C)c1	-4	-7	-4.2	2	9	68	9	76	-17	17
Cc1ccc(C(=O)CCNc2ccc(Br)cc2)o1	-3	-24	-0.8	2	5	86	-14	86	-29	15
CCn1c(=O)c(=O)n(CC)c2cc(S(=O)(=O)Nc3cccc(OC)c3)ccc21	1	49	-2.0	0	5	96	-2	96	-48	24
CCC(=O)Nc1ccc(C(=O)CSc2nc3ccc(C)cc3[nH]2)cc1	-15	·	-0.5	1	4	72	2	74	-37	·
CC1(C)CSC(=NCc2ccccc2)N1C(=O)c1cccc([N+](=O)[O-])c1	-14	·	0.3	6	4	81	-5	81	-1	12
CC(=O)c1cnn(-c2cc(Oc3ccc(F)cc3)ncn2)c1C	0	-14	0.4	2	-6	103	-11	100	-34	13
COCCNCC(=O)NC12CC3CC(CC(C3)C1)C2	2	·	-0.1	-2	-11	109	7	107	-41	31
COc1cc(N=c2ssnc2Cl)cc(OC)c1OC	·	1	-3.1	4	2	89	-3	86	11	19
Cc1nnc(Nc2ccccc2)n(N)c1=O	-2	2	0.5	3	2	115	-11	101	-86	18
C[n+]1cccc(C(=O)NCC2CCCO2)c1 (stereo unspecified)	-4	29	-2.3	1	-14	94	0	93	-49	3
O=C(N/N=C/c1ccc(O)cc1)c1cc[n+](Cc2ccccc2)cc1	-5	-16	3.0	5	-5	97	2	94	-24	3
CSc1cccc(NC(=O)c2ccccc2N(C)S(C)(=O)=O)c1	0	9	-0.4	2	-11	104	3	92	-66	8
CCc1ccc2c(c1)[C@]1(C(=O)N2)[C@@H]2C(=O)N(Cc3ccccc3)C(=O)[C@@H]2[C@@H]2CCCN21	1	·	-1.5	1	4	86	-9	90	-47	12
CCOC(=O)c1cn(Cc2ccccc2)nn1	-3	·	-2.0	-1	7	96	-1	92	-1	36

(next part)
SMILES	Phagocyt inh	E-sel TNF inh	MRP-1 activ	NPY Y2 blocker	GALR2 antag	PTEN del growth	Yeast life ext	bCat KO growth	Yeast growth inh	Measles CPE
COc1cccc(C(=O)N2CCN(Cc3ccccc3[N+](=O)[O-])CC2)c1	-2	·	0.5	1	-3	94	7	86	-54	25
Cc1cc(=O)c2ccccc2[nH]1	·	·	-2.1	0	8	88	-13	82	-6	9
CCCC1(C(=O)O)NC(c2cccc(OC)c2O)C2C(=O)N(c3ccccc3)C(=O)C21 (stereo unspecified)	0	·	0.6	1	-10	99	-9	98	4	2
CC(C)(C)c1cc(-c2ccco2)c(C#N)c(SCC#N)n1	-1	-2	0.9	7	-4	84	-12	95	-15	3
C/C(=N/NC(=O)c1ccc(NC(=O)c2ccc(F)cc2)cc1)c1ccccc1	·	-55	-1.3	3	-1	85	-27	85	-29	3
CC1CCN(c2nc(-c3ccncc3)nc3ccccc23)CC1	-2	-5	-2.2	30*	-13	52	-22	53	31	5
O=C(CNCC1CCCO1)Nc1ccccc1-n1cccc1 (stereo unspecified)	·	-9	-3.0	1	-1	90	-2	93	-25	24
COc1cc(CCC(=O)OCC(=O)Nc2cccc(S(N)(=O)=O)c2)cc(OC)c1OC	-4	·	-1.7	5	-5	103	11	95	-23	6
Cc1ccc2nc(-c3sc4nc(C)ccc4c3N)[nH]c2c1	·	7	-5.0	3	24	70	·	76	-25	5
COC(=O)C1=C(C)OC(N)=C(C#N)C1c1ccccc1F (stereo unspecified)	0	24	-0.3	7	13	102	-17	100	-31	4
O=C(CN1CCC(n2nnc3cc(F)ccc32)CC1)NNC(=O)c1ccccc1	·	11	-0.7	2	-5	98	-13	91	-23	10
Cn1c(=O)oc2cc(S(=O)(=O)N3CCN(Cc4ccc5c(c4)OCO5)CC3)ccc21	·	·	-1.3	4	-6	109	-9	88	-79	10
N#Cc1nc(-c2ccco2)oc1N1CCN(c2ccccc2)CC1	1	·	1.1	11	-1	89	-12	91	-9	18
Cc1sc(NC(=O)Cn2[nH]c(=O)c3ccccc3c2=O)nc1-c1ccccc1	·	·	-5.1	5	-11	64	2	65	-39	4
CC(C)(C)C1CCc2onc(C(=O)Nc3cccnc3)c2C1 (stereo unspecified)	-2	-24	-0.3	1	-4	108	-13	98	-52	4
COC(=O)CCC(=O)Nc1sc2c(c1C#N)CCCC2	3	-10	-0.7	2	12	108	-11	99	-46	10
O=C(O/N=C1\CCS(=O)(=O)c2sccc21)c1ccccc1	·	32	-3.2	1	4	89	-16	101	-44	13
COc1ccc(/C=C/C(=O)OCC(=O)Nc2ccc(OC)c(S(=O)(=O)N3CCCCC3)c2)cc1	-21	-4	-2.3	6	5	95	1	88	-31	13
COc1ccccc1OCCn1cc(C(=O)c2ccco2)c2ccccc21	·	65*	-2.1	14	-2	70	-23	74	-9	12
c1cc2ccc3ccc(-n4cnnn4)c4ccc(c1)c2c34	0	1	-3.8	4	0	84	-27	77	7	16
O=C1Cn2c(nc3ccccc32)N1c1ccccc1F	-2	-3	1.1	-2	6	105	-6	97	8	11
CCOC(=O)c1cccc(Nc2ncnc3ccc(C)cc23)c1	-1	-37	-4.6	0	16	46	-37	43	-7	4
Cn1c(=O)c2c(-c3ccccc3)n(CCCN3CCOCC3)cc2n(C)c1=O	-1	-35	-0.8	-1	3	93	-6	94	-17	0

Screening results deposited in PubChem BioAssay by several laboratories.
